From PubChem BioAssay
FBW7 act – FBW7 E3 ligase activators, primary screen, biochemical, AlphaScreen, human; F-box/WD repeat-containing protein 7 (Homo sapiens), Q969H0; AlphaScreen FBW7–phospho-cyclin E peptide binding, activator screen; normalized activity (activation), % at 26.1 µM; 0.13% of 650,000 active; in the data active = normalized activity above about 1.9%;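 also: purified mutant Fbw7 with reduced substrate affinity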
GPR151 activ – activators of human GPR151, primary screen, cell-based, PathHunter beta-arrestin, luminescence. activation, % at 11.2 µM. PathHunter beta-arrestin GPR151 cells. G-protein coupled receptor 151 (Homo sapiens), Q8TDV0. 1% of 650,000 active; in the data active = activation above about 4.9%;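 also: 0% = median of compound wells and 100% = cells with positive control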
Target sequence (Q8TDV0 whole entry, looked up): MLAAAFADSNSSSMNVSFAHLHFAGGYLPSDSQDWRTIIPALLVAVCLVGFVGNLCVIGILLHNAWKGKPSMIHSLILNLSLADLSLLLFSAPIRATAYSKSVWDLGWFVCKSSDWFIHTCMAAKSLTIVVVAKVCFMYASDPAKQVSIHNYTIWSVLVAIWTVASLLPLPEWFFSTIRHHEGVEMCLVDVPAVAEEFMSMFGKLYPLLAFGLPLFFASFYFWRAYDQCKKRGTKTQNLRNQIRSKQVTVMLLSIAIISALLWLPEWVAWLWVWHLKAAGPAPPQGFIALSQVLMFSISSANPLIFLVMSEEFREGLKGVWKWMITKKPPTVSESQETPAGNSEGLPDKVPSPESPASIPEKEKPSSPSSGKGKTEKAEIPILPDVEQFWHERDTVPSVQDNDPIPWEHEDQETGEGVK
MITF inh – MITF inhibitors, primary screen, biochemical, AlphaScreen, human | Microphthalmia-associated transcription factor (Homo sapiens), O75030 | AlphaScreen MITF homodimerization, bead proximity signal | inhibition, % at 2.6 µM | 0.91% of 650,000 active; in the data active = inhibition above about 50%;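 also: 0% = vehicle wells with protein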
Target sequence (O75030 whole entry, looked up): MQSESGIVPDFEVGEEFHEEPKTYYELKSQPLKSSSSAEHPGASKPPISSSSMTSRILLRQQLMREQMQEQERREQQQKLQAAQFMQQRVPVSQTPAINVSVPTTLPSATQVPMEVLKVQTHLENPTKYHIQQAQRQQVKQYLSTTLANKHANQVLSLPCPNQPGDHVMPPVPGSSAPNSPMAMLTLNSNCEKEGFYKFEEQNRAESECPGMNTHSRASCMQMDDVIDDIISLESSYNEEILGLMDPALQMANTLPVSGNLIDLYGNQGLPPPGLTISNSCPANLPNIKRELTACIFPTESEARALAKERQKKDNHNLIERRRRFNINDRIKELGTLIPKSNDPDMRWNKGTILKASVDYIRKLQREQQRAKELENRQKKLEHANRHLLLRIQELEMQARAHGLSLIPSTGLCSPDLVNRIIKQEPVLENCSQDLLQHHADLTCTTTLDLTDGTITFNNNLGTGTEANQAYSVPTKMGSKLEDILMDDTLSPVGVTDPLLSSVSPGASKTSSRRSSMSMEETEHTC
TEAD-YAP inh – TEAD-YAP interaction inhibition, primary screen, TEAD-YAP interaction inhibitor project, luminescence, HEK-TIYL cells. TEAD-Gal4/YAP UAS-luciferase luminescence. inhibition, % at 9.12 µM. 1.4% of 640,000 active. AID 1259422, 2018; in the data active = inhibition above about 32%;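 also: 0% = median of test compound wells and 100% = reference inhibitor wells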
Starred values were filed as active, the others as inactive; & = joins results of further samples. This is a random part of the collection; overall some 3.4% were active at least once.

no.	structure	MITF inh	GPR151 activ
1	COc1ccccc1NC(=O)C(=O)/C=C(\O)c1ccccc1	-8&17	-0.8&-1.5
2	COCCNS(=O)(=O)c1cccc(S(=O)(=O)c2cccc(S(=O)(=O)NCCOC)c2)c1	0	-0.6
3	Cc1cccc(NC2=C(Cl)C(=O)OC2OC(C)C)c1 (centres undefined)	-2	-0.5
4	O=C(NCc1ccco1)c1cc2nc(-c3ccccc3)cc(C(F)(F)F)n2n1	14	-1.1
5	O=C(c1cc([N+](=O)[O-])ccc1Cl)N1CCCCC1CO (centres undefined)	-6	-0.7
6	O=C(NCCc1ccccc1Cl)C(=O)NCc1ccco1	12	0.5
7	COc1ccccc1NC(=O)C(=O)N/N=C/c1cccc(OC)c1OC	6	-0.3
8	Cc1cc2ccccc2n1CCNC(=O)c1ccccc1Cl	21	-1.8
9	CCOC(=O)c1cnc2c(Cl)c(Cl)ccc2c1NC1CCCCC1	-3	-1.3
10	CC(C)C(Nc1ccc(S(=O)(=O)N2CCOCC2)cc1[N+](=O)[O-])C(=O)O (centres undefined)	-2	0.3
11	CC(C(=O)OCC(=O)Nc1c(C#N)oc2ccccc12)N1C(=O)c2ccccc2C1=O (centres undefined)	10	-1.1
12	CCN1CCN(C(=O)/C=C/c2c(Cl)cccc2Cl)CC1	11	1.3
13	O=C(NC12CC3CC(CC(C3)C1)C2)C1CCN(S(=O)(=O)c2ccccc2F)CC1	6	1.7
14	COc1cc(/C=N/Nc2ccc(Cl)cc2)cc(OC)c1O	-10	2.0
15	COC(=O)c1ccccc1NC(=O)CN(c1cccc(C)c1C)S(C)(=O)=O	13	2.2

no.	TEAD-YAP inh	FBW7 act
1	-70&-56	0.0&0.0
2	-1	-0.3
3	-1	0.1
4	7	0.5
5	1	0.0
6	-27	0.1
7	8	0.0
8	-1	0.4
9	-6	0.3
10	4	0.0
11	10	0.1
12	-3	0.1
13	-3	-0.1
14	-62	0.2
15	3	0.1

Next section.
no.	structure	MITF inh	GPR151 activ
16	Cc1cccc(OCC(=O)N/N=C/c2cc([N+](=O)[O-])ccc2F)c1	12	-1.5
17	O=C(COC(=O)c1ccccc1C(=O)N(c1ccccc1)c1ccccc1)c1cccc([N+](=O)[O-])c1	30	0.0
18	CCCc1ccc(C(=O)C(C)Sc2nnc(N)s2)cc1 (centres undefined)	3	3.4
19	N#CC1=C(N)OC2=C(C(=O)CCC2)C1c1cc(Br)ccc1O (centres undefined)	-21	-0.3
20	CC(C)OC(=O)C(C)Oc1ccc(C(=O)NCCc2ccccc2)cc1 (centres undefined)	14	-0.5
21	COC(=O)C1=CN(C2CCCCC2)C=C(C(=O)OC)C1c1ccc([N+](=O)[O-])cc1	-12	-1.1
22	CCCN(CC1CC1)C(=O)CC1(c2ccccc2C)CC(=O)N(C2CCCC2)C1=O (centres undefined)	5	-0.1
23	CC(NC(=O)COc1ccccc1)C1COc2ccccc2O1 (centres undefined)	13	-1.8
24	COc1ccc(NC(=O)c2cnn3cccnc23)cc1	4	-4.1
25	CC1CC(C)CN(C(=O)/C=C/c2ccccc2Cl)C1 (centres undefined)	-6	-1.8
26	NC(=O)c1cnc(NC2CCN(Cc3ccccc3)CC2)s1	15	-0.2
27	O=c1[nH]c(N2CCOCC2)nc2c1CN(Cc1nnnn1Cc1ccccc1)CC2	4	-0.6
28	O=C(CCc1nnc(CCc2ccccc2)o1)NCCCn1nnc2ccccc21	-5	-1.2
29	Cc1ccc(-c2cc(C(=O)Nc3sc4c(c3C#N)CCCCC4)c3ccccc3n2)s1	-4	0.9
30	CCCC1CCC(c2ccc(-c3noc(-c4cc(-c5ccc(F)cc5)nc5ccccc45)n3)cc2)CC1 (centres undefined)	18	0.3

no.	TEAD-YAP inh	FBW7 act
16	6	0.2
17	5	0.2
18	-17	0.1
19	16	0.1
20	-12	0.2
21	0	-0.2
22	-50	0.2
23	4	0.2
24	-28	0.0
25	-30	0.0
26	4	0.1
27	-7	0.1
28	-1	0.1
29	2	-0.1
30	-6	0.4

Brought forward from above: 2 compounds; new compounds follow.
no.	structure	MITF inh	GPR151 activ
29	Cc1ccc(-c2cc(C(=O)Nc3sc4c(c3C#N)CCCCC4)c3ccccc3n2)s1	-4	0.9
30	CCCC1CCC(c2ccc(-c3noc(-c4cc(-c5ccc(F)cc5)nc5ccccc45)n3)cc2)CC1 (centres undefined)	18	0.3
31	COc1cc(NC(C)=O)cc(OC)c1OC	14	0.6
32	CCC1(C2CCN(C/C=C/c3ccco3)CC2)NC(=O)N(CCc2scnc2C)C1=O (centres undefined)	13	-1.3
33	C=CCSc1nnc(N2C(=O)CC(c3ccccc3)C3=C2CC(C)(C)CC3=O)s1 (centres undefined)	-3	1.8
34	CCN(CC)C(=O)CSc1nnc(-c2ccc(C)cc2)o1	0	-0.6
35	c1ccc(Nc2cc(NCCN3CCOCC3)ncn2)cc1	9&9	1.8&1.6
36	O=C(N/C(=C/C=C/c1ccccc1)C(=O)N1CCOCC1)c1ccc([N+](=O)[O-])cc1	-4	1.8
37	O=C(CN1CCOc2ccccc21)NCc1ccc2c(c1)OCO2	-3	0.2
38	CCCc1cc2c(=O)c(-c3ccc4c(c3)OCO4)c(C)oc2cc1OC(C)=O	-10	-2.0
39	CC(=O)N1CCc2cc(Br)cc(S(=O)(=O)NCc3ccc(F)cc3)c21	-12	1.0
40	Cc1ccc(-c2cc(C(=O)NC3CC3)c3ccccc3n2)cc1	9	-0.3
41	CCOC(=O)C1(C)C=C(Nc2ccc(S(N)(=O)=O)cc2)C(=O)N1c1ccccc1 (centres undefined)	-4	0.8
42	O=C(COC(=O)C(Cc1ccccc1)NC(=O)c1ccco1)c1ccc(Cl)cc1 (centres undefined)	9	-0.1
43	Cc1ccn2c(NC(=O)c3ccccc3)c(-c3cccs3)nc2c1	-8	-0.3
44	CC1(C(=O)NC2CCCCC2)Cc2ccccc2C(=O)N1Cc1ccco1 (centres undefined)	6	-0.4
45	CC(O)CNC(=O)C(=O)Nc1cccc(Cl)c1 (centres undefined)	-7	-1.1

no.	TEAD-YAP inh	FBW7 act
29	2	-0.1
30	-6	0.4
31	1	0.0
32	-2	-0.1
33	-2	0.0
34	-37	0.1
35	3&-10	-0.1&0.2
36	5	0.0
37	-8	-0.3
38	-24	0.0
39	-1	-0.1
40	1	0.0
41	-2	-0.1
42	5	0.0
43	-13	-0.1
44	-1	-0.3
45	-66	0.0

Arranged by number of heavy atoms (low to high): four of the compounds above.
no.	structure	MITF inh	GPR151 activ
37	O=C(CN1CCOc2ccccc21)NCc1ccc2c(c1)OCO2	-3	0.2
42	O=C(COC(=O)C(Cc1ccccc1)NC(=O)c1ccco1)c1ccc(Cl)cc1 (centres undefined)	9	-0.1
36	O=C(N/C(=C/C=C/c1ccccc1)C(=O)N1CCOCC1)c1ccc([N+](=O)[O-])cc1	-4	1.8
32	CCC1(C2CCN(C/C=C/c3ccco3)CC2)NC(=O)N(CCc2scnc2C)C1=O (centres undefined)	13	-1.3

no.	TEAD-YAP inh	FBW7 act
37	-8	-0.3
42	5	0.0
36	5	0.0
32	-2	-0.1

(next part)
no.	structure	MITF inh	GPR151 activ
46	CC(C)C(C(=O)Nc1ccc(Cl)cc1)N1Cc2ccccc2C1=O (centres undefined)	-7	0.4
47	CCc1ccccc1N(CC(N)=O)S(=O)(=O)c1ccccc1	6	1.6
48	CCOC(=O)c1cnc(SCC(=O)Nc2ccc(NC(C)=O)c(OC)c2)nc1N	7	-1.0
49	CCOC(=O)C12CNC(=O)C(C(=O)OCC)(CNC1=O)C2	34	0.2
50	Cc1ccc(S(=O)(=O)/N=C(/c2ccc(Cl)cc2)N(C)C)cc1	10	-0.8
51	CCOc1ccc2c(c1)c(N=O)c(O)n2C	3	-0.6
52	O=C1OC(c2cccc(F)c2)=N/C1=C\c1cccc2ccccc12	3	2.5
53	O=C1CCCC2=C1C(c1ccccc1Cl)n1ncnc1N2 (centres undefined)	-4	0.0
54	Cc1cc([N+](=O)[O-])nn1CC(=O)NC(C)c1ccccc1 (centres undefined)	1	-1.2
55	CCOc1ccccc1NC(=O)c1sc2ncnc(N3CCCCC3)c2c1C	4	1.5
56	CCOc1cc(C2C(C(=O)OCCc3ccccc3)=C(C)NC3=C2C(=O)CC(C)(C)C3)cc(Br)c1O (centres undefined)	-5	-0.5
57	Cc1ccc(OCC(=O)NCc2nc(-c3ccc(Cl)cc3)no2)cc1	0	1.3
58	NC(=O)N/N=C\c1cccc([N+](=O)[O-])c1	10	7.6*
59	Cc1ccc2oc(-c3cc(N)cc(C)c3O)nc2c1	19	-2.6
60	COc1ccccc1C(=O)Nc1cc(C)n(Cc2ccccc2)n1	18	-1.3

no.	TEAD-YAP inh	FBW7 act
46	5	0.2
47	4	0.4
48	-3	0.3
49	-11	0.4
50	6	0.2
51	3	0.0
52	-6	0.0
53	-3	-0.1
54	-11	0.6
55	1	-0.1
56	4	0.0
57	6	0.3
58	0	0.0
59	-71	0.5
60	-10	0.8

Continuation:
no.	structure	MITF inh	GPR151 activ
61	CSCCC(NS(=O)(=O)c1ccccc1)C(=O)OCc1nc2ccccc2s1 (centres undefined)	24	-2.1
62	Cc1ccc(C2C3=C(Nc4ncnn42)c2ccccc2OC3c2ccc(Br)cc2)cc1 (centres undefined)	5	1.5
63	CCOC(=O)c1c(C)n(-c2ccc(C)cc2)c2c1cc(O)c1ccccc12	10	-0.8
64	COc1ccc(C(=O)N2CCN(Cc3cccc4ccccc34)CC2)cc1	59*	3.4
65	COCCNC(=O)C(=O)NCC1OCCCN1S(=O)(=O)c1ccc2c(c1)OCCO2 (centres undefined)	-5	1.4
66	COc1ccc(Cl)cc1NC(=O)Nn1cnnc1	14	-1.4
67	CCOC(=O)c1ccc(N2C(=O)CC(Nc3ccc(O)cc3)C2=O)cc1 (centres undefined)	13	-0.7
68	Cc1ccc(-c2nc(N3CCC(C(N)=O)(N4CCCCC4)CC3)c3ccccc3n2)cc1	14	-0.1
69	N/C(=N\S(=O)(=O)c1ccc2ccccc2c1)c1ccc([N+](=O)[O-])cc1	18	-2.0
70	CO/N=C(\C(=O)N[C@@H]1C(=O)N2C(C(=O)O)=C(CSc3nc(C)c(CC(=O)O)s3)CS[C@H]12)c1csc(N)n1	1	3.0
71	O=C(/C=C/c1ccccc1)N/C(=C/c1ccccc1)C(=O)O	-1	2.3
72	COc1cccc(CCNc2ccc(N3C(=O)C4CC=CCC4C3=O)cc2[N+](=O)[O-])c1 (centres undefined)	1	0.7
73	CN1CC(=O)N2CCN(C(=O)Oc3ccc(F)cc3)C[C@@H]2C1=O	-5	0.4
74	COc1ccc(S(=O)(=O)Nc2nc3ccccc3nc2NCc2ccco2)cc1	1	0.4
75	COc1ccc(CNc2ccc(I)cc2)c(OC)c1	3	0.3

no.	TEAD-YAP inh	FBW7 act
61	0	0.3
62	-9	-0.1
63	-12	0.1
64	7	-0.2
65	-4	0.0
66	8	0.3
67	1	0.0
68	-5	0.0
69	-2	0.1
70	-13	-0.1
71	-13	0.0
72	0	-0.3
73	-1	0.1
74	2	-0.6
75	-48	0.1

New compounds follow
no.	structure	MITF inh	GPR151 activ
76	Cc1cccc(-c2nc(CSCC(=O)N3CCc4ccccc4C3)c(C)o2)c1	6	0.7
77	Cc1c(CNC(C)C23CC4CC(CC(C4)C2)C3)c(C(=O)O)c(C)n1Cc1ccccc1 (centres undefined)	-3	-0.7
78	O=Cc1ccccc1-c1ccc(NCc2c(F)cccc2F)nc1	17	-1.0
79	CN1C(=O)C(C)(C)c2cc(S(=O)(=O)N(C)Cc3ccco3)ccc21	19	0.1
80	Cc1ccccc1CSCC(=O)NCCc1ccc(Cl)cc1	-11	-0.2
81	COc1ccccc1-c1c(C)oc2c(CN3CCN(C)CC3)c(O)ccc2c1=O	-3	0.6
82	O=C(Nc1ccc(Cl)cc1)C1CCC(CNc2c(N3CCCC3)c(=O)c2=O)CC1 (centres undefined)	10	0.2
83	CCC(Nc1ccccc1)C(=O)N/N=C/c1cccs1 (centres undefined)	11	0.0
84	CCc1ccc(NC(=O)CN2C(=O)NC(CC(C)C)C2=O)cc1 (centres undefined)	2	1.2
85	O=C(COC(=O)[C@H](Cc1ccccc1)NC(=O)c1ccco1)Nc1cccc([N+](=O)[O-])c1	0	-0.4
86	COc1cccc(NC(=O)CN2CCN(S(=O)(=O)c3ccc(C(C)C)cc3)CC2)c1	17	-1.4
87	COCCNc1cc(-c2ccncc2)nc(-c2ccccc2)n1	-9	-2.2
88	COc1cccc(CC(Cc2nc3ccccc3[nH]2)c2nc3ccccc3[nH]2)c1 (centres undefined)	0	-0.6
89	O=C(Nc1ccc(Cl)cc1)c1cc2nc(-c3cccs3)cc(C(F)(F)F)n2n1	3	-0.3
90	COC(=O)c1ccc(NC(=O)CSc2nc(SC)ns2)cc1	11	0.3

no.	TEAD-YAP inh	FBW7 act
76	-11	-0.4
77	4	0.0
78	-27	-0.5
79	8	-0.1
80	1	0.1
81	1	-0.1
82	6	0.1
83	8	-0.1
84	4	0.0
85	4	-0.2
86	11	0.0
87	9	0.1
88	0	0.8
89	-2	0.0
90	-41	0.2
